V1aR counter: agonists of human V1a receptor, primary screen, counter-screen for OXTR agonist project, fluorescence, CHO-V1R cells | Vasopressin V1a receptor (Homo sapiens), P37288 | Fluo-8 calcium fluorescence, agonist mode; 0% DMSO, 100% 3 nM vasopressin | activation, % at 3 µM | actives 0.25% (n = 320,000) | AID 2797, 2010;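 active means activation above the mean activation of all tested compounds plus 3 SD, per screening run, cut at about 20% in these data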;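 further: signal is peak over basal fluorescence ratio across a 100 second FLIPR read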
Target sequence (P37288 whole entry, looked up): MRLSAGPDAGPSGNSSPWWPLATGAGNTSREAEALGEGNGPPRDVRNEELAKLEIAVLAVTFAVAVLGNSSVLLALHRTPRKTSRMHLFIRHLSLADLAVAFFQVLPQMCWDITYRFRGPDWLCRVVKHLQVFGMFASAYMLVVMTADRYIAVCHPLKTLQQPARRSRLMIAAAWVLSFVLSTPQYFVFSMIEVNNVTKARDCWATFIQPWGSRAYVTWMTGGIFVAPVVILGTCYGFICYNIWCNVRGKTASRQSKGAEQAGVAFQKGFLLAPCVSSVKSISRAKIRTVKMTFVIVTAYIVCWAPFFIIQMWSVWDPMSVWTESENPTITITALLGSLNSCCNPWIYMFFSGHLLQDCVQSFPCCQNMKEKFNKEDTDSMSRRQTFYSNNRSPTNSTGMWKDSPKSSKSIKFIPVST
NS3 helicase inh: inhibitors of HCV NS3 helicase, primary screen, biochemical, Cy5 molecular beacon fluorescence; actives 0.56% (n = 290,000); Hepatitis C virus NS3 helicase; NS3 helicase DNA unwinding; inhibition, % at 10.9 µM;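 active means inhibition above the mean of all tested compounds plus 3 SD, set per campaign, cut at about 35% in these data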;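 further: 0% = DMSO wells and 100% = thioflavine S control wells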
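Test system: hepatitis C virus NS3 helicase domain fragment enzyme. Also added: annealed dual-labelled DNA beacon duplex, ATP-started. Timing: 60 min unwinding reaction at 25 °C after ATP addition. Technique: Cy5 fluorescence. Measure: % inhibition of unwinding.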
OXTR agonist: human OXTR agonists, primary screen, fluorescence, CHO-OTR cells, Fluo-8 calcium | actives 0.32% (n = 320,000) | activation, % at 3 µM | Fluo-8 calcium fluorescence; normalized: DMSO 0%, oxytocin 100% | Oxytocin receptor (Homo sapiens), P30559 | AID 2435, 2010;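 active means activation above the mean of all tested compounds plus 3 SD, cutoff set per screening run, cut at about 20% in these data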;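 further: peak over basal fluorescence ratio from a 100 s FLIPR kinetic read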
VIM-2 inh: VIM-2 metallo-beta-lactamase inhibitors, primary screen, biochemical, epi-absorbance readout, Pseudomonas aeruginosa enzyme. purified VIM-2, nitrocefin hydrolysis, epi-absorbance fluorescence. inhibition, % at 5.6 µM. AID 1527, 2009. actives 0.89% (n = 290,000);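 active means inhibition above the mean of all tested compounds plus 3 SD, cutoff set per screening run, cut at about 7.5% in these data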;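 further: red hydrolysis product quenches plate fluorescence so inhibitors raise well fluorescence; 0% = enzyme with DMSO and 100% = DMSO without enzyme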
GPR7 antag: GPR7 receptor antagonists, primary screen, cell-based, fluorescence, single concentration | GPR7-expressing cells, fluorescence antagonist assay | Neuropeptides B/W receptor type 1 (Homo sapiens), P48145 | inhibition, % at 4.4 µM | actives 1.1% (n = 290,000); in the data active means inhibition above about 16%, passing the limit was not always enough;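 further: cells stimulated with the agonist NPW; 0% = agonist with vehicle and 100% = vehicle without agonist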
PHOSPHO1 block: PubChem AID 1565; recombinant PHOSPHO1, absorbance phosphatase assay; inhibition, % at 13.3 µM; actives 1.1% (n = 290,000); in the data active means inhibition above about 60%
Target sequence (Q8TCT1 whole entry, looked up): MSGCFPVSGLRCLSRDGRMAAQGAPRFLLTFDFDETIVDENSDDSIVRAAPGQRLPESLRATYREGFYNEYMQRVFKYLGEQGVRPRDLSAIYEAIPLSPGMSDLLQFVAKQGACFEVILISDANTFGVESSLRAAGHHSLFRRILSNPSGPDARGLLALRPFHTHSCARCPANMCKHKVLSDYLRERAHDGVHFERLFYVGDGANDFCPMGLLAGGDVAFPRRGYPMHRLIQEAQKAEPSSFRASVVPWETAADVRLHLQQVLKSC
DNA FID counter: compounds displacing fluorescent DNA intercalator, primary screen, artefact control for HCV NS3 helicase inhibitor project, biochemical, FID fluorescence; actives 0.17% (n = 290,000); DNA fluorescent intercalator displacement; inhibition, % at 7.9 µM; AID 1845, 2009; in the data active means inhibition above about 37%;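 further: 0% = vehicle and 100% = reference compound; higher means more ethidium bromide displaced from hairpin DNA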
IMP-1 inh: IMP-1 metallo-beta-lactamase inhibitors, primary screen, biochemical, epi-absorbance readout, Pseudomonas aeruginosa enzyme | purified IMP-1, nitrocefin hydrolysis, epi-absorbance fluorescence | inhibition, % at 5.6 µM | actives 0.45% (n = 290,000);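 active means inhibition above the mean plus 3 SD of all compounds in the same screening run, cut at about 4.5% in these data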;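 further: 0% = IMP-1 with DMSO and 100% = DMSO wells lacking enzyme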
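Test system: recombinant IMP-1 enzyme, purified / Medium: HEPES buffer pH 7.1 with ZnSO4 and Brij 35 / Doses: single dose, 5.6 µM / Times: 25 °C, 15 min preincubation, 25 min reaction / Detection: Epi-absorbance via hydrolysed-nitrocefin quenching of white-plate fluorescence, 480/530 nm, EDTA stop / Evaluation: percent inhibition from optical density relative to buffer-blank wells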
GalR3 antagonist: GalR3 antagonists in HEK293 cells, primary screen, cell-based, fluorescence readout. Galanin receptor type 3 (Homo sapiens), O60755. AID 651719, 2012. HEK293 GalR3-CNG cAMP membrane potential fluorescence; galR3 body fused to GalR1 C-terminus. actives 0.44% (n = 360,000). inhibition, % at 3 µM;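 active means inhibition above the screen-wide average plus 3 SD, cut at about 13% in these data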;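 further: forskolin and galanin both at EC90 stimulate the cells; cAMP rise reported by CNG channel membrane potential dye signal; 0% = forskolin plus galanin with DMSO and 100% = forskolin alone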
Target sequence (O60755 1-299 limits assumed): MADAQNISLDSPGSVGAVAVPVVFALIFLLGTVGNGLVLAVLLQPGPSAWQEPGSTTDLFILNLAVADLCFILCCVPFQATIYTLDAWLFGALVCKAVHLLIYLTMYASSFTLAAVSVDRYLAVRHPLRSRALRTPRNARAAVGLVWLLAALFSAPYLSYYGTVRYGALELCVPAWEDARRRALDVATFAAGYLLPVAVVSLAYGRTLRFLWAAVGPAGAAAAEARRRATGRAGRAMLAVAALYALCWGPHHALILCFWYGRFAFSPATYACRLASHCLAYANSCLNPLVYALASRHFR
* = called active by the depositor; · = not tested or not shown.

SMILES	V1aR counter	NS3 helicase inh	OXTR agonist	VIM-2 inh	GPR7 antag	PHOSPHO1 block	DNA FID counter	IMP-1 inh	GalR3 antagonist
O=C1/C(=C/c2cccc([N+](=O)[O-])c2)N2CCC1CC2	6.7	-9	-0.4	0.6	-7	-6	0	-2.1	-5
O=C(COc1ccccc1)Nc1ccc(Cl)cc1C(=O)c1ccccc1	-0.1	-11	-2.6	-5.0	-11	7	-2	-1.8	-3
Cc1cc(OC(C)C(=O)NCC(O)c2ccccc2)c2c3c(c(=O)oc2c1)CCC3 (stereo not given)	-1.0	5	-1.8	2.9	-12	18	-35	0.1	0
CN(C)c1ccc(NC(=O)CN2C(=O)CN=C(c3ccccc3)c3cc(Cl)ccc32)cc1	-0.4	11	-0.4	-1.8	-4	60*	-30	4.5*	0
C#CC[N+]1(C)[C@@H]2CC[C@H]1CC(OC(=O)C(CO)c1ccccc1)C2 (stereo not given in full)	0.5	-7	-0.1	-0.9	-13	·	-1	-1.5	-10
N[C@@H](Cc1cc(Br)c(O)c(Br)c1)C(=O)O	0.5	5	-0.1	-0.8	8	6	-2	-1.5	·
CC[N+](CC)(CC#CCO)CC#Cc1ccccc1	4.3	7	-0.1	-2.3	-6	53	0	-3.9	3
O=c1[nH]c(=O)n(CCc2ccc(F)cc2)c(O)c1C=NCCCn1ccnc1	0.5	-5	0.5	-1.3	-5	10	1	-3.1	-2
C[C@]12CC[C@H]3[C@@H](CCC4=CC(=O)CC[C@@]43O)[C@@H]1CCC2=O	1.2	24	0.7	-1.1	-8	23	-8	-1.9	-4
CC1CN(CCc2ccccc2)CC(C)O1 (stereo not given)	0.6	-3	-1.0	0.9	4	37	4	-0.9	0
CC1=C(C(=O)OC(C)C)[C@]2(C(=O)N(CC(N)=O)c3ccccc32)C(C#N)=C(N)O1	-0.6	0	1.8	0.1	-2	-1	-15	-0.8	-4
CC(Cc1ccccc1)NCc1ccccc1O (stereo not given)	-0.3	-20	1.8	0.8	-14	16	6	-0.7	-4
C=C1CC[C@@]2(O)[C@H]3Cc4ccc(O)c5c4[C@@]2(CCN3CC2CC2)[C@H]1O5	0.1	3	-0.4	-0.7	-7	1	-4	-2.6	·
COc1ccc(S(=O)(=O)NC(CC(=O)N2CCC3(CC2)OCCO3)C(C)C)cc1 (stereo not given)	-0.1	-4	-0.5	-2.6	-9	-2	-4	-3.1	1
COc1cc(C(=O)Nc2ccc(Br)cc2C(=O)c2ccccc2Cl)cc(OC)c1OC	-0.2	-11	-1.4	-2.1	-16	-27	0	-4.5	-1
COC(=O)C1C(O)C(C)C(O)C(C)/C=C\C=C(/C)C(=O)Nc2c(C)c(OC(C)=O)c3c(c2O)C(=O)C(C)=C2OCOC(=C23)/C(C)=C/C(C)(O)C(O)C(C)C1O (stereo not given)	0.0	-1	-1.2	-0.1	-10	30	-28	-0.1	-7
O=C1OC(c2ccc(Cl)cc2)=N/C1=C\N1CC2CC(C1)c1cccc(=O)n1C2 (stereo not given)	-1.1	11	-2.1	-0.5	-2	22	-25	-0.4	-4
CC(=O)c1ccc(OCC(=O)N2CCCC(N3CCN(c4ccccc4C)CC3)C2)cc1 (stereo not given)	9.5	-1	1.1	-1.6	-11	33	-21	-2.7	-1
Cc1ccc(/C=C2/C(=O)NC(=O)N(CCc3ccc(F)cc3)C2=O)o1	2.6	24	1.5	1.7	-5	18	-20	-1.3	3
CC1C(c2cccs2)=[N+]([O-])C(C)(C(=O)c2cccs2)N1O (stereo not given)	0.0	10	1.8	-0.1	5	-5	0	-2.6	0
Cc1ccnc(-n2c(C)nc3ccccc3c2=O)c1	1.0	2	-0.1	0.4	2	-8	2	-2.8	-1
COCCCNC(=O)c1c(NC(=O)c2ccccc2Cl)n(Cc2ccccc2)c2nc3ccccc3nc12	0.1	10	-0.6	-2.8	-4	18	1	-3.1	-4
CCOP(=O)(OCC)C(NC(=O)c1ccc(OC)cc1)C(Cl)(Cl)Cl (stereo not given)	0.5	5	-0.8	-0.9	-3	-14	-11	-2.5	-5
O=C(COc1ccc(Cl)cc1)N1CCN(C2CCCC2)CC1	0.7	3	1.5	0.0	-6	46	-3	-0.6	-5

An excerpt from above, showing only GalR3 antagonist and GPR7 antag.
Compound | GalR3 antagonist | GPR7 antag
Cc1ccc(/C=C2/C(=O)NC(=O)N(CCc3ccc(F)cc3)C2=O)o1 | 3 | -5
CC1C(c2cccs2)=[N+]([O-])C(C)(C(=O)c2cccs2)N1O (stereo not given) | 0 | 5

Record cards (already shown). Order of screens: V1aR counter | NS3 helicase inh | OXTR agonist | VIM-2 inh | GPR7 antag | PHOSPHO1 block | DNA FID counter | IMP-1 inh | GalR3 antagonist
Cc1cc(OC(C)C(=O)NCC(O)c2ccccc2)c2c3c(c(=O)oc2c1)CCC3 (stereo not given) is entered as -1.0 | 5 | -1.8 | 2.9 | -12 | 18 | -35 | 0.1 | 0
COCCCNC(=O)c1c(NC(=O)c2ccccc2Cl)n(Cc2ccccc2)c2nc3ccccc3nc12 is entered as 0.1 | 10 | -0.6 | -2.8 | -4 | 18 | 1 | -3.1 | -4

Carrying on.
SMILES	V1aR counter	NS3 helicase inh	OXTR agonist	VIM-2 inh	GPR7 antag	PHOSPHO1 block	DNA FID counter	IMP-1 inh	GalR3 antagonist
Cc1ccccc1-n1c(-c2ccoc2)nc2ccccc2c1=O	0.1	6	0.7	-2.8	8	-22	-8	-1.6	-6
CCOC(=O)C1CCN(/C=C2/C(=O)NC(=O)N(Cc3ccco3)C2=O)CC1	1.9	21	-0.1	-1.4	-10	5	-8	-4.7	-5
CC1C(C)N1CC(O)Cn1ccnc1[N+](=O)[O-] (stereo not given)	-0.1	-3	-0.2	-1.3	-7	8	1	-3.3	-10
CN(Cc1ccccc1)C1CCCN(C(=O)COc2ccccc2Cl)C1 (stereo not given)	0.8	-5	-1.0	-0.4	-7	-24	-1	-1.5	-6
Cc1c(N=Cc2c(O)n(CCc3ccccc3)c(=O)[nH]c2=O)c(=O)n(-c2ccccc2)n1C	-0.9	4	-1.6	-3.0	-16	6	-31	-7.2	0
CN(C)C(=S)SSC(=S)N(C)C	2.9	8	2.3	-1.6	11	56	-1	-5.0	·
CC(=NCc1cccnc1)c1c(O)n(-c2ccc(Cl)cc2)c(=O)[nH]c1=O	0.1	0	0.9	-0.2	6	23	-1	-1.3	4
N=C1c2ccccc2CN1NC(=O)c1ccc(Cl)cc1	0.5	2	-0.6	2.1	0	23	5	0.0	-8
CN1C(=O)C(=Cc2ccc(N3CCCCCC3)cc2)C(=O)N(C)C1=O	-0.4	-3	-1.2	-2.5	-11	-156	-8	1.3	2
CCOC(=O)C1(CCc2ccccc2)CCN(Cc2ccc3c(c2)OCCO3)CC1	6.5	-17	6.2	-2.4	6	37	18	-1.6	-8
O=C1NC(=O)N(Cc2ccccc2Cl)C(=O)/C1=C/N1CCOCC1	0.6	11	0.7	0.3	-12	11	-14	-1.9	-4
CCCC12CN3CN(C1)CC(CCC)(C3)C2O (stereo not given)	-0.1	16	-0.3	0.0	-16	-6	-5	-3.4	0
Brc1ccc2c(c1)C(OC1CN3CCC1CC3)c1ccccc1CS2 (stereo not given)	12	-63	17	-1.3	17	0	21	-3.7	-15
Cc1cc(S(=O)(=O)NC(C)C)ccc1OCC(=O)N1CCN(Cc2ccc3c(c2)OCO3)CC1	8.5	-1	12	-0.9	-8	-2	-25	-3.4	-5
Cc1ccc2[nH]c(=S)n(-c3cccnc3)c(=O)c2c1	1.1	-4	-0.1	0.2	-8	13	-1	-2.6	-6
Cc1[nH]c2ccccc2c1C(=O)C(=O)N1CC2CC(C1)c1cccc(=O)n1C2 (stereo not given)	-0.3	11	0.7	0.3	7	37	7	-1.4	7
CCCCc1ncc(CN2CCCC(C(=O)c3ccc(SC)cc3)C2)[nH]1 (stereo not given)	6.1	-27	5.4	-4.6	8	-7	11	-3.1	-3
Cn1c(O)c(C(=Nc2ccc(F)cc2)c2ccccc2)c(=O)n(C)c1=O	0.7	4	2.8	-1.6	-2	16	1	-1.2	3
Cc1ccc(CN2C(=O)NC(=O)C3(Cc4c(nc5ccccn5c4=O)N4CCCCCC43)C2=O)cc1 (stereo not given)	-0.7	-2	0.3	-4.1	-13	-3	-14	-0.8	-4
CCN(CC)C(=O)c1ccc(NC(=O)CNC(C)c2cccc3ccccc23)cc1 (stereo not given)	3.2	1	3.0	-1.4	4	-2	-5	-3.2	-9
CCc1ccccc1NC(=O)CNCc1ccccc1	-0.6	6	-0.7	-4.1	0	15	-2	-2.0	-1
Cc1ccc(-n2c(O)c(/C=N/N3CCOCC3)c(=O)[nH]c2=S)cc1	0.6	17	0.0	-2.2	0	4	-14	-2.6	-3
Cn1c(C(=O)N2CCC3(CC2)OCCO3)cc2c(=O)n(C)c3ccccc3c21	0.5	-1	2.2	3.2	-9	-21	-12	0.0	-4
COc1cc(OC)c2c(c1)OCC1CON(C)C21 (stereo not given)	0.8	1	1.0	-3.8	2	28	-7	-2.1	-3
COc1ccc(NC(=O)c2cn(CCC#N)nc2-c2ccccc2)cc1	-0.5	11	-0.2	-5.1	-13	19	-18	-3.3	-9
COc1cc2c(cc1C=O)OCO2	-0.5	6	-0.4	-1.8	8	-1	-4	1.3	-1
COc1ccc(CCn2c(O)c(/C=N/N3CCCCC3)c(=O)[nH]c2=O)cc1OC	1.7	2	-0.1	-3.9	3	1	-13	-4.6	2
O=C(c1c[nH]c2ccc(S(=O)(=O)N3CCOCC3)cc2c1=O)N1CCC2(CC1)OCCO2	0.1	3	0.4	0.3	-5	19	-1	-2.3	-7
C=Cn1ccnc1P(=S)(c1ccc(N(C)C)cc1)c1nccn1C=C	0.5	-10	0.5	-4.0	-1	7	-34	-2.5	-2
CCC(=NC1CC1)c1c(O)n(C2CCCCC2)c(=O)[nH]c1=O	0.5	-6	-2.4	-3.9	-7	-22	-3	-3.5	-2
O=[N+]([O-])c1cc(F)c(N2CCCC2)cc1N1CCNCC1	-0.4	-12	-0.2	1.1	-4	30	8	-2.6	·
COc1ccc(O)c(CN2CCCC(C(=O)c3ccccc3SC)C2)c1 (stereo not given)	-1.0	-6	-0.8	-1.7	-2	47	6	-2.1	1
COc1ccc(/C=C2/C(=O)N(Cc3ccco3)C(=O)N(C(C)C)C2=O)cc1	1.0	20	0.6	-4.4	-2	-16	-31	-0.9	-4
O=Cc1cn(Cc2c(F)cccc2Cl)c2ccccc12	4.2	-18	-0.6	0.6	-11	-8	-11	0.8	-6
c1ccc(C2N3CCCN23)cc1 (stereo not given)	-0.6	1	2.0	-1.0	11	11	1	-1.3	-3
COc1ccc(CCNCC2CCCO2)cc1 (stereo not given)	0.2	10	-0.1	-1.8	-12	13	-1	0.3	-10

These rows are one share of the data; count on the stated rates, not on these rows.
